Compound activity: PubChem BioAssay, National Center for Advancing Translational Sciences (NCATS)
TDP-43 yeast inh – qHTS of TDP-43 Inhibitors. Potency, µM (top dose mostly 46.1 µM), without a hit: top-dose growth rescue (activation), most hits filed as activators. actives 1.8% (n = 410,000). TDP-43 expressing yeast growth rescue, BacTiter-Glo, 24 h; note: % of control where 0% means no effect; nearly all actives have a fitted effect of over 50% in size
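Yeast cells expressing TDP-43 under galactose induction are exposed to compounds for 24 hr at 30 deg C. BacTiter-Glo luminescence measures growth, so protective compounds score as activators.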
SW480 rerep – A quantitative high throughput screen for small molecules that induce DNA re-replication in SW480 colon adenocarcinoma cells; Potency, µM (series often up to 46.1 µM), inactives show at the highest dose re-replication activation, usual class: activators; SW480 DNA re-replication, Hoechst DNA content imaging, 48 h; actives 1.8% (n = 340,000); note: % of control where 0% means no effect; nearly all actives have a fitted effect of over 55% in size
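Readout is total intensity of Hoechst-stained nuclei, excited at 405 nm and collected at 500-530 nm. Compound treatment lasted 48 hr at 37 C in 5% CO2 before staining.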
GLP-1R agonist – qHTS of GLP-1 Receptor Agonists | actives 0.007% (n = 380,000) | AID 624172, 2012 | Glucagon-like peptide 1 receptor (Homo sapiens), P43220 | Potency, µM (series often up to 45.6 µM), inactives show top-dose activation, most hits filed as activators | HEK293 GLP-1R CRE-luciferase, luminescence, 4-6 h; cells express a hypersensitive GLP-1R form; note: % of control where 0% means no effect
Target sequence (P43220 whole entry, looked up): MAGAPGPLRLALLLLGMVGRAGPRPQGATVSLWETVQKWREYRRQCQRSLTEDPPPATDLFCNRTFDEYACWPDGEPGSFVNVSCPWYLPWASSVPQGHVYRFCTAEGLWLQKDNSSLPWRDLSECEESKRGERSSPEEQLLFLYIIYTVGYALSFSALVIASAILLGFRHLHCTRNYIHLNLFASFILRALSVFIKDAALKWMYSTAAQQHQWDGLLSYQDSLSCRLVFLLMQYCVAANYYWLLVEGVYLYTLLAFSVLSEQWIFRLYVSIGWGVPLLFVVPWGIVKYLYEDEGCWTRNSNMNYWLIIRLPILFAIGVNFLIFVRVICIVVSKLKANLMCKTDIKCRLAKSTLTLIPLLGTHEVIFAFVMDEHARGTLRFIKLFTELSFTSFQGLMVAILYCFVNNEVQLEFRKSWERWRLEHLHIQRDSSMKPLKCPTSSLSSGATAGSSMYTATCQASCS
HT1080NT lethal – qHTS for induction of synthetic lethality in tumor cells producing 2HG: qHTS for the HT-1080-NT fibrosarcoma cell line; HT-1080-NT fibrosarcoma viability, CellTiter-Glo ATP luminescence, 48 h; Potency, µM (highest dose often 46.1 µM), inactives show at the top dose activity, negative = less viability, actives largely listed as cytotoxic; actives 1.6% (n = 360,000);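 note: NT is the 2HG producing partner of a matched IDH1 knockdown line; 0% = DMSO-treated cells and -100% = media-only wells without cells; nearly all actives have a fitted effect of over 55% in size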
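A 48-hour cytotoxicity screen used HT-1080-NT cells plated 2 hours before compound delivery. ATP-based CellTiter-Glo luminescence measured viability, normalized to DMSO and no-cell controls.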
HT1080 IDH1KD tx – qHTS for induction of synthetic lethality in tumor cells producing 2HG: qHTS for the HT-1080-IDH1KD cell line; HT-1080 IDH1 knockdown viability, ATP luminescence, 48 h; Potency, µM (titrated, usually from 46.1 µM), for inactives: top-dose activity, negative = toxicity, most hits filed as cytotoxic; actives 2% (n = 360,000); AID 686971, 2013;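 note: 0% = DMSO wells and -100% = cell-free medium wells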
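% activity derives from luminescence (CellTiter-Glo), normalised to DMSO and no-cell wells. HT-1080-IDH1KD cells, 750/well, had 48 h compound exposure at 37 °C.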
GLP-1R inv ag – qHTS of GLP-1 Receptor Inverse Agonists (Inhibition Mode) | AID 624417, 2012 | HEK293 GLP-1R CRE-luciferase, luminescence, 24 h; GLP-1R form is constitutively active | Potency, µM (doses to about 38.3 µM), for inactives: at the top dose activity change, negative = inhibition, most hits filed as inhibitors | actives 1.6% (n = 410,000); note: % is set by controls: 0 for no effect and ±100 for the full control effect; nearly all actives have a fitted effect of over 55% in size
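Using stably transfected HEK293 (constitutively active GLP-1R, cAMP-luciferase reporter), compounds were incubated 24 hr and luciferase measured by luminescence.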
KB-V1 MDR tox – qHTS assay for MDR1-selective chemotherapeutics: Primary screen using the drug-selected MDR subline cells KB-V1 | AID 1347076, 2019 | Potency, µM (series often up to 46.1 µM), for the others: at the top dose activity change, negative = cytotoxicity, usual class: cytotoxic | actives 3.4% (n = 400,000) | KB-V1 MDR cells viability, CellTiter-Glo, 72 h; note: % is set by controls: 0 for no effect and ±100 for the full control effect; nearly all actives have a fitted effect of over 60% in size
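In this primary screen, KB-V1 cells overexpressing P-gp are incubated with library compounds (lowest to highest concentration) for 72 h at 37 degrees C before a luminescent ATP viability read.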
KB-3-1 tox – qHTS assay for MDR1-selective chemotherapeutics: Primary screen using the parental adenocarcinoma cell KB-3-1; KB-3-1 viability, CellTiter-Glo ATP luminescence, 72 h; Potency, µM (doses to about 46.1 µM), without a hit: top-dose activity change, negative = cytotoxic, usual class: cytotoxic; actives 1.4% (n = 400,000); AID 1347075, 2019; note: % is set by controls: 0 for no effect and ±100 for the full control effect; nearly all actives have a fitted effect of over 60% in size
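Viability of parental KB-3-1 cells, measured by CellTiter-Glo luminescence, followed a 72 h incubation at 37 °C with pinned compounds in phenol-red-free DMEM containing 10% FBS.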
HEK293 tox – qHTS of GLP-1 Receptor Inverse Agonists: Cytotox Screen | HEK293 cAMP-luciferase reporter cells, luminescence, 24 h | Potency, µM (top dose mostly 38.3 µM), for inactives: at the highest dose activity change, negative = inhibition, usual class: inhibitors | actives 0.13% (n = 410,000) | AID 624418, 2012;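 note: loss of luciferase light is scored as toxicity; % is set by controls: 0 for no effect and ±100 for the full control effect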
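To flag toxic compounds, the library was rerun on cells for 24 hr at 37 deg C and 5% CO2. Viability-linked luminescence was captured 12 min after adding luciferase detection reagent.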
* = called active by the depositor; [ ] = another dose, or the depositor's remark. Calls come from the whole dose curve; as a rule, active = well fitted curve in the direction sought with a large enough effect; inconclusive = small, poorly fitted or top-dose-only effect, or another doubt; inactive = no such curve, though single readings can be large; an effect the other way counts as inactive or inconclusive. Potency is the fitted concentration of half-maximal effect.

The first 2 entries (preview)
How did CC(C)(C)c1ccc(/C=C/C(=O)N2CCCCC2)cc1 do in these assays?
TDP-43 yeast inh: -4%; SW480 rerep: 12%; GLP-1R agonist: 15%; HT1080NT lethal: -12%; HT1080 IDH1KD tx: -7%; GLP-1R inv ag: inconclusive; KB-V1 MDR tox: -8%; KB-3-1 tox: -5%; HEK293 tox: -3%

What do the screens show for `COc1ccc(OC)c(-c2nn(-c3ccccc3)cc2C(=O)NCC(c2ccco2)N2CCCC2)c1` (stereo not given)?
TDP-43 yeast inh: 0%; SW480 rerep: -7%; GLP-1R agonist: 9%; HT1080NT lethal: 0%; HT1080 IDH1KD tx: -2%; GLP-1R inv ag: inconclusive; KB-V1 MDR tox: -8%; KB-3-1 tox: 5%; HEK293 tox: -9%

All compounds of this part, from the first entry:
How did CC(C)(C)c1ccc(/C=C/C(=O)N2CCCCC2)cc1 do in these assays?
TDP-43 yeast inh: -4%; SW480 rerep: 12%; GLP-1R agonist: 15%; HT1080NT lethal: -12%; HT1080 IDH1KD tx: -7%; GLP-1R inv ag: inconclusive; KB-V1 MDR tox: -8%; KB-3-1 tox: -5%; HEK293 tox: -3%

What do the screens show for `COc1ccc(OC)c(-c2nn(-c3ccccc3)cc2C(=O)NCC(c2ccco2)N2CCCC2)c1` (stereo not given)?
TDP-43 yeast inh: 0%; SW480 rerep: -7%; GLP-1R agonist: 9%; HT1080NT lethal: 0%; HT1080 IDH1KD tx: -2%; GLP-1R inv ag: inconclusive; KB-V1 MDR tox: -8%; KB-3-1 tox: 5%; HEK293 tox: -9%

What do the screens show for `Cc1ccc(CNC(=O)COC(=O)[C@@H]2CC(O)CN2S(=O)(=O)c2ccc3c(c2)OCCO3)cc1` (stereo not given in full)?
TDP-43 yeast inh: 4%; SW480 rerep: 17%; GLP-1R agonist: 13%; HT1080NT lethal: 0%; HT1080 IDH1KD tx: -1%; GLP-1R inv ag: 5%; KB-V1 MDR tox: 15%; KB-3-1 tox: 2%; HEK293 tox: -1%

What do the screens show for `CC1(C)CC(=O)C(C(=S)Nc2ccccc2)=C(NCCN2CCOCC2)C1`?
TDP-43 yeast inh: -13%; SW480 rerep: -31%[inhibitor]; GLP-1R agonist: -10%; HT1080NT lethal: 0%; HT1080 IDH1KD tx: 0%; GLP-1R inv ag: 4%; KB-V1 MDR tox: 2%; KB-3-1 tox: -4%; HEK293 tox: 1%

What do the screens show for `O=C(CSc1nc2ccccc2c(=O)n1-c1ccccc1)N1CCC1`?
TDP-43 yeast inh: 8%; SW480 rerep: -6%; GLP-1R agonist: 9%; HT1080NT lethal: 1%; HT1080 IDH1KD tx: 4%; GLP-1R inv ag: 10%; KB-V1 MDR tox: -1%; KB-3-1 tox: 0%; HEK293 tox: 1%

What do the screens show for `Cc1cc(=O)[nH]c(N/N=C/c2ccc(Cl)cc2Cl)n1`?
TDP-43 yeast inh: 3%; SW480 rerep: -27%; GLP-1R agonist: -1%; HT1080NT lethal: 15%; HT1080 IDH1KD tx: 14%; GLP-1R inv ag: 11%; KB-V1 MDR tox: 0%; KB-3-1 tox: 0%; HEK293 tox: 3%

What do the screens show for `Cn1c(CC(=O)Nc2ccc(Cl)cc2)nnc1SCC(=O)N1CCOCC1`?
TDP-43 yeast inh: 16%; SW480 rerep: 9%; GLP-1R agonist: -12%; HT1080NT lethal: 5%; HT1080 IDH1KD tx: 9%; GLP-1R inv ag: 14%; HEK293 tox: 14%

Results for Cc1cc(N2C(=O)C(O)=C(C(=O)c3cccs3)C2c2cccc(Br)c2)no1 (stereo not given) ?
TDP-43 yeast inh: -33%[inhibitor]; SW480 rerep: inconclusive; GLP-1R agonist: 3%; HT1080NT lethal: -3%; HT1080 IDH1KD tx: -13%; GLP-1R inv ag: -18%; KB-V1 MDR tox: 10%; KB-3-1 tox: 0%; HEK293 tox: -15%

How did CN(c1ccc(F)cc1)S(=O)(=O)c1ccc(Cl)c(C(=O)OCC(=O)NC2CC2)c1 do in these assays?
TDP-43 yeast inh: 12%; SW480 rerep: -27%; GLP-1R agonist: 2%; HT1080NT lethal: 10%; HT1080 IDH1KD tx: 6%; GLP-1R inv ag: -16%; KB-V1 MDR tox: -12%; KB-3-1 tox: -2%; HEK293 tox: 2%

Results for COc1cccc(O)c1CN1CCC(C(=O)Nc2ccc(-c3cccc(C)c3)cc2)CC1 ?
TDP-43 yeast inh: -22%[1.82 µM]; SW480 rerep: inconclusive; GLP-1R agonist: 5%; HT1080NT lethal: 23µM*; HT1080 IDH1KD tx: 18µM*; GLP-1R inv ag: inconclusive; KB-V1 MDR tox: inconclusive; KB-3-1 tox: 18µM*; HEK293 tox: inconclusive

How did Cc1c(C)c2ccc(OC(C)C(=O)NCCCN3CCOCC3)c(C)c2oc1=O (stereo not given) do in these assays?
TDP-43 yeast inh: 9%; SW480 rerep: -3%; GLP-1R agonist: 6%; HT1080NT lethal: 1%; HT1080 IDH1KD tx: 16%; GLP-1R inv ag: 33%[activator]; KB-V1 MDR tox: -8%; KB-3-1 tox: 11%; HEK293 tox: 11%

What do the screens show for `COC(=O)c1[nH]c2cccc(OC)c2c1NC(=O)CCN1CCC(C)CC1`?
TDP-43 yeast inh: -18%; SW480 rerep: 1%; GLP-1R agonist: -16%; HT1080NT lethal: -3%; HT1080 IDH1KD tx: -9%; GLP-1R inv ag: 0%; KB-V1 MDR tox: -16%; KB-3-1 tox: -1%; HEK293 tox: -5%

What do the screens show for `CCOc1ccccc1N1CCN(C(=O)c2cc[n+]([O-])cc2)CC1`?
TDP-43 yeast inh: -22%; SW480 rerep: -5%; GLP-1R agonist: -3%; HT1080NT lethal: 8%; HT1080 IDH1KD tx: 0%; GLP-1R inv ag: -6%; KB-V1 MDR tox: -10%; KB-3-1 tox: -3%; HEK293 tox: 0%

How did CCC(=O)Nc1ccc2c(c1)ncn2CCc1ccccc1 do in these assays?
TDP-43 yeast inh: -3%; SW480 rerep: -9%; GLP-1R agonist: 10%; HT1080NT lethal: 0%; HT1080 IDH1KD tx: -4%; GLP-1R inv ag: 14%; KB-V1 MDR tox: -10%; KB-3-1 tox: 11%; HEK293 tox: 9%

How did CCCCCOC(=O)C1C2C=CC3(CN(c4ccccc4C)C(=O)C13)O2 (stereo not given) do in these assays?
TDP-43 yeast inh: 2%; SW480 rerep: -2%; GLP-1R agonist: -5%; HT1080NT lethal: -1%; HT1080 IDH1KD tx: 0%; GLP-1R inv ag: 0%; KB-V1 MDR tox: inconclusive; KB-3-1 tox: 11%; HEK293 tox: -9%

How did COc1ccccc1NS(=O)(=O)c1ccc2oc(SCC(=O)N3CCNC3=O)nc2c1 do in these assays?
TDP-43 yeast inh: 5%; SW480 rerep: -2%; GLP-1R agonist: 0%; HT1080NT lethal: -5%; HT1080 IDH1KD tx: 1%; GLP-1R inv ag: -15%; KB-V1 MDR tox: 1%; KB-3-1 tox: -2%; HEK293 tox: -16%

Results for N#Cc1ccccc1NC(=O)CNc1ccccc1N1CCCCC1 ?
TDP-43 yeast inh: inconclusive; SW480 rerep: 0%; GLP-1R agonist: 1%; HT1080NT lethal: inconclusive; HT1080 IDH1KD tx: inconclusive; GLP-1R inv ag: inconclusive; KB-V1 MDR tox: 21µM*; KB-3-1 tox: 5%; HEK293 tox: -4%

What do the screens show for `COC(=O)c1ccccc1NC(=O)CSc1nc2ccsc2c(=O)n1Cc1ccc(C(=O)O)cc1`?
TDP-43 yeast inh: 5%; GLP-1R agonist: 4%; HT1080NT lethal: 14%; HT1080 IDH1KD tx: 8%; GLP-1R inv ag: 10%; KB-V1 MDR tox: 23%; KB-3-1 tox: 2%; HEK293 tox: 1%

How did CCSc1nnc2c(n1)[nH]c1c(C)cccc12 do in these assays?
TDP-43 yeast inh: inconclusive; SW480 rerep: 10%; GLP-1R agonist: -1%; HT1080NT lethal: inconclusive; HT1080 IDH1KD tx: inconclusive; GLP-1R inv ag: 75%[activator]; KB-V1 MDR tox: 16µM*; KB-3-1 tox: inconclusive; HEK293 tox: -1%

How did C=CCOc1ccc(CNC(C)(C)C)cc1OC do in these assays?
TDP-43 yeast inh: -8%; SW480 rerep: -1%[9.22 µM]; GLP-1R agonist: 2%; HT1080NT lethal: 8%; HT1080 IDH1KD tx: 8%; GLP-1R inv ag: 5%; KB-V1 MDR tox: 3%; KB-3-1 tox: 13%; HEK293 tox: 10%

How did COCCN(C(=O)CSc1nnc(C)n1-c1ccccc1)c1c(N)n(Cc2ccccc2)c(=O)[nH]c1=O do in these assays?
TDP-43 yeast inh: 8%; SW480 rerep: 4%; GLP-1R agonist: 2%; HT1080NT lethal: 12%; HT1080 IDH1KD tx: 7%; GLP-1R inv ag: 16%; KB-V1 MDR tox: 7%; KB-3-1 tox: 4%; HEK293 tox: -5%

What do the screens show for `O=c1c2cc(NC(=S)NCCN3CCCCCC3)ccc2nc2n1CCCCC2`?
TDP-43 yeast inh: 2%[9.22 µM]; SW480 rerep: 1%; GLP-1R agonist: 9%; HT1080NT lethal: -3%; HT1080 IDH1KD tx: -3%; GLP-1R inv ag: inconclusive; KB-V1 MDR tox: -17%; KB-3-1 tox: -2%; HEK293 tox: -25%

What do the screens show for `CC1(NC(=S)Nc2ccc3ccccc3c2)CCS(=O)(=O)C1` (stereo not given)?
TDP-43 yeast inh: -16%[1.82 µM]; SW480 rerep: -7%; GLP-1R agonist: 14%; HT1080NT lethal: 1%; HT1080 IDH1KD tx: -14%; GLP-1R inv ag: 10%; KB-V1 MDR tox: 0%; KB-3-1 tox: 2%; HEK293 tox: 7%
